# Mm-Cpn inhibitor = M. maripaludis TRiC chaperonin inhibition; Potency, µM (series often up to 76.9 µM), for inactives: at the top dose activity, negative = inhibition, most hits filed as inhibitors; purified Mm-Cpn ATPase, ADP Transcreener TR-FRET; 330,000 compounds, 0.031% hits; AID 504842; further: potency means the concentration at half of the fitted maximal effect; on the % scale 0 is the no-effect control and ±100 the full control effect; nearly all actives have a fitted effect of over 80% in size
#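 Eu-cryptate anti-ADP/ADP-d2 competition gives a ratio inversely related to ADP. Enzyme at 25 nM was pre-exposed to compound for 10 min, then given 10 uM ATP for 30 min, 37°C throughout.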
# Nrf2 inh = blocks Nrf2 signaling | A549 ARE-Fluc reporter, luciferase luminescence, 18-24 h | Potency, µM (highest dose often 46 µM), without a hit: at the top dose activity change, negative = inhibition, hits mostly inhibitors | 360,000 compounds, 2.1% hits | AID 504444; further: potency means the concentration at half of the fitted maximal effect; on the % scale 0 is the no-effect control and ±100 the full control effect; nearly all actives have a fitted effect of over 60% in size
#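 In this cell-based qHTS, ARE-driven firefly luciferase in A549 cells reports Nrf2 activity; the luminescent signal after BugLite lysis is the measured value, with a prior CellTiter-Fluor read for cell health.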
# EPAC2 ag = EPAC2 (human) agonism | Q8WZA2 | EPAC2 activation, biochemical qHTS; response scale: 100% = 6.5 mM cAMP response | Potency, µM (series often up to 154 µM), for the others: at the top dose activation, hits mostly activators | 360,000 compounds, 0.079% hits | AID 720711; further: potency means the concentration at half of the fitted maximal effect; nearly all actives have a fitted effect of over 50% in size
# Target sequence (Q8WZA2 whole entry, looked up): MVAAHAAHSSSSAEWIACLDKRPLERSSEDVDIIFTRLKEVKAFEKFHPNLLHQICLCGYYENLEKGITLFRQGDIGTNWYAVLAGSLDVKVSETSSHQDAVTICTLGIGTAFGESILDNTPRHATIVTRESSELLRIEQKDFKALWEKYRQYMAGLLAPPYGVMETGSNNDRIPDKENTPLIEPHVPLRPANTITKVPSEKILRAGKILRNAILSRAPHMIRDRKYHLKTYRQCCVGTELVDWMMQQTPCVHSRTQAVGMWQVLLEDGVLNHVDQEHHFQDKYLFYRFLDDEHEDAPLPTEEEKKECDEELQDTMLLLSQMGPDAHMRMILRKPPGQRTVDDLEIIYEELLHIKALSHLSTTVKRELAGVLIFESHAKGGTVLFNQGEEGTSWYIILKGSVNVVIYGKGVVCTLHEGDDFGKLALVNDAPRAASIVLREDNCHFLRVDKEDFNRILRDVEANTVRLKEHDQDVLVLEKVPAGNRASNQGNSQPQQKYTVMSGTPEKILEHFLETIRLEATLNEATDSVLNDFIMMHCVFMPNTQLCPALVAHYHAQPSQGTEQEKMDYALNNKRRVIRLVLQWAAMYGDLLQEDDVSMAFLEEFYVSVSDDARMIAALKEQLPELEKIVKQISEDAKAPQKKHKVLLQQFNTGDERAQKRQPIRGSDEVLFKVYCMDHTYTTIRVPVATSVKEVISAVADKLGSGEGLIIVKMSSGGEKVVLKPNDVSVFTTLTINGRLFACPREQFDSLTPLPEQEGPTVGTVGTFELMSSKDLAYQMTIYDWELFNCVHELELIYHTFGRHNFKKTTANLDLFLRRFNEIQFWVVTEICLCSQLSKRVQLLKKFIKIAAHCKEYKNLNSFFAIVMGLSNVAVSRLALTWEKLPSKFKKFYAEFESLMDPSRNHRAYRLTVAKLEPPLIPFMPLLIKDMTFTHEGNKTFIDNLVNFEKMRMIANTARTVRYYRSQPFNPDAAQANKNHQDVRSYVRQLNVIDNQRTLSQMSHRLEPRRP
#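 Readout is BODIPY fluorescence (480 nm excitation, 540 nm emission), which falls as labeled GDP is exchanged off Rap1B. EPAC2 at 100 nM acted on 250 nM RAP1B-BODIPY-GDP with 50 uM GDP present.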
# Nrf2 ARE act = activators of Nrf2 (ARE) signaling; 410,000 compounds, 0.31% hits; Potency, µM (highest dose often 46.1 µM), without a hit: at the top dose activation, usual class: activators; AREc32 ARE-luciferase reporter (MCF7-derived line), luminescence, 24 h; further: potency means the concentration at half of the fitted maximal effect; % of control where 0% means no effect; nearly all actives have a fitted effect of over 65% in size
#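 Steps: seed AREc32_Fluc cells (1000/well, 5% FBS OPTI-MEM); incubate overnight at 37 deg C; add 23 nL compound; incubate 24 hr; add Steady-Glo; hold 30 min RT; read luminescence.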
# CCT chaperon mod = modulators of cytosolic chaperonin (CCT/TRiC) activity. 360,000 compounds, 0.3% hits. activity change, % (no concentration beside the values), hits read low. purified chaperonin ATPase assay, HTRF ADP detection, 30 min. AID 651819; in the data active means activity change below about -30%; further: on the % scale 0 is the no-effect control and ±100 the full control effect
#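 Nucleotide hydrolysis assay: TRiC at 20–40 nM final (set by batch activity) with 10 uM ATP, 30 min at 37 °C, in presence of 76 uM compound. Detection by competitive ADP HTRF, 30 min ambient.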
# Akt phos inh = blocks phosphorylation of Akt; Neuro2A IGF-stimulated pAkt S473 HTRF, 20 min; hits give low values; activity change, % for hits at 50 µM; 360,000 compounds, 0.32% hits; in the data active means activity change below about -80%; inconclusive means mostly about -51% to -80%; further: on the % scale 0 is the no-effect control and ±100 the full control effect
#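 Neuro2A cells in DMEM with 0.5% FBS, overnight at 37 deg C, given compound at single 50 µM final, then IGF (6 nM final) for 20 min at 37 deg C. Lysed; phospho-Akt Ser473 by HTRF after 24 h, 665/615 ratio.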
# EPAC2 antagonist = blocks human EPAC2 exchange factor. Q8WZA2. EPAC2 GEF exchange of Rap1B-BODIPY-GDP, fluorescence. Potency, µM (highest dose often 114 µM), for the others: at the highest dose activity, negative = inhibition, most hits filed as inhibitors. 360,000 compounds, 0.18% hits. AID 720708; further: potency means the concentration at half of the fitted maximal effect; on the % scale 0 is the no-effect control and ±100 the full control effect; nearly all actives have a fitted effect of over 45% in size; many of its hits are not listed in these tables
# TGFb SMAD3 inh = TGF-b pathway inhibition; HepG2 CAGA-GFP TGF-b/SMAD3 reporter, GFP fluorescence, 18 h; TGF-beta stimulated, 500 pg/mL final; Potency, µM (series often up to 46.1 µM), inactives show at the highest dose activity, negative = inhibition, most hits filed as inhibitors; 410,000 compounds, 1.2% hits; further: potency means the concentration at half of the fitted maximal effect; on the % scale 0 is the no-effect control and ±100 the full control effect; nearly all actives have a fitted effect of over 65% in size
#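 Per well, imaged GFP fluorescence of HEPG2 CAGA-GFP cells gives the signal; cells get compound, then TGF-beta (500 pg/mL final), 18 h at 37 degrees C; %Activity versus -TGF-beta and +DMSO controls.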
# A549 viability = counter-screen for Nrf2 inhibitors: cytotoxicity in A549 cells. Potency, µM (doses to about 46 µM), inactives show at the top dose activity change, negative = cytotoxicity, most hits filed as inhibitors. 390,000 compounds, 0.16% hits. A549 ARE-Fluc cells, CellTiter-Fluor viability, 18-24 h; further: potency means the concentration at half of the fitted maximal effect; on the % scale 0 is the no-effect control and ±100 the full control effect
#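 A549 ARE-Fluc cells in 5% FBS OPTI-MEM, 5000 cells/well, rested 2 h then exposed to compounds in concentration-response for 18-24 h at 37 °C. Viability by CellTiter-Fluor fluorescence (Ex 405/Em 525) after 30 min; luciferase luminescence (BugLite, 15 min, RT) read afterwards.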
# An asterisk follows results filed as active; i = inactive; ? = inconclusive; · = no result given; & = joins results of further samples; [ ] = remark or other dose. Unless noted, the call rests on the fitted dose curve; in most records, active means well fitted curve in the direction sought with a large enough effect; inconclusive means small, poorly fitted or top-dose-only effect, or another doubt; inactive means no such curve, though single readings can be large; an effect the other way counts as inactive or inconclusive. An excerpt; rates above refer to the full screens.
Compound	Akt phos inh	Mm-Cpn inhibitor	EPAC2 ag	Nrf2 ARE act	Nrf2 inh	A549 viability	TGFb SMAD3 inh	EPAC2 antagonist	CCT chaperon mod
COc1ccc(OC)c(S(=O)(=O)NC(=O)C2(C)CCN2C(=O)CC2CCCC2)c1 (stereo not drawn)	i	·	-4%	-0.2%[9.22 µM]	·	·	-2%	0%	-1.3
COc1cc(C(CC(=O)Nc2ncccc2C)N2Cc3ccccc3C2=O)cc(OC)c1OC (stereo not drawn)	i	1%	10%	-0.7%&0.6%	?	0%&-1%	26%&9%	2%	-1.1
CCn1c2ccccc2c2cc(NC(=O)CSc3nnc(C4CC4)n3Cc3ccco3)ccc21	i	-4%	10%	3.8%	18µM*	-12%	-14%	-7%	0.8
Cc1ccc([N+](=O)[O-])cc1NC(=O)c1ccc(CSc2ccccc2)cc1	i	-2%	-12%	-0.4%	0%	-3%	-6%	2%	-0.3
CC(C)NC(=O)CSc1nc(Cc2cccs2)nc2ccccc12	i	-5%	6%	2.9%	-9%	-3%	-1%	4%	-4.4
Cc1cccc(OCc2nnc(SCc3cc(=O)[nH]c4ccccc34)n2-c2ccccc2)c1	i	2%	2%	0.3%	2%	-14%	0%	2%	3.4
COc1ccc(-c2cc(C(F)(F)F)nc(N3CCN(Cc4ccccc4)CC3)n2)cc1OC	i	-2%	-3%	0.4%	-7%	-5%	6%	-14%	0.2
Cc1nn(C(=O)N(C)C)c(C)c1CN1C(=O)c2ccccc2C1=O	i	-2%	-1%	0.4%	2%	2%	2%	6%	-0.6
CCCNC(=O)COC(=O)c1n[nH]c2ccccc12	i	2%	6%	0.3%	2%	-3%	?	1%	-6.7
CCOc1ccc(-n2ccnc(SCC(=O)Nc3ccc(CC)cc3)c2=O)cc1	i	-4%	-2%	-0.2%	0%	-6%	-31%	38%[activator]	-2.9
Cc1ccc(C)c(NC2=C(c3ccc(C(F)(F)F)cc3)C(=O)c3ccccc32)c1	·	·	·	3.0%	10%	-3%	-4%	·	·
Cc1ccc(CCC(=O)Nc2ccc(S(N)(=O)=O)cc2)o1	i	1%	-1%	26%	·	-2%	?	9%	-1.3

# Single values from above:
# Cc1ccc(C)c(NC2=C(c3ccc(C(F)(F)F)cc3)C(=O)c3ccccc32)c1 in Nrf2 ARE act: 3.0%
# CC(C)NC(=O)CSc1nc(Cc2cccs2)nc2ccccc12 in Mm-Cpn inhibitor: -5%

# Continued.
Compound	Akt phos inh	Mm-Cpn inhibitor	EPAC2 ag	Nrf2 ARE act	Nrf2 inh	A549 viability	TGFb SMAD3 inh	EPAC2 antagonist	CCT chaperon mod
CN(O)/C=C/C(=O)c1ccc(Br)cc1	i	0%	-5%	5.0%	22%	0%	0%	-6%	-3.6
CCCCN(CC)CCNC(=O)CN1C(=O)COc2ccc(S(=O)(=O)N3CCCC3)cc21	i	3%	2%	0.4%&0.3%	9%&4%	?	17%&18%	-3%	0.2
O=C(CNC(=O)c1ccncc1)Nc1ccc(F)c(F)c1	i	-1%	9%	-0.1%	8%	21%	-4%	-3%	-3.8
CC(C)c1cccc(-c2csc(C(C)(O)c3ccccc3)n2)c1 (stereo not drawn)	i	·	3%	-0.3%[9.22 µM]	·	·	?	-8%	-0.2
Cc1cccc(C)c1NC(=O)CNC(=O)c1c(C)nn(C)c1Cl	i	1%	2%	-0.1%	-9%	0%	0%	5%	0.1
CCOC(=O)NC1(Nc2cccc(Cl)c2)Oc2ccccc2O1	i	0%	14%	?	?	-8%	-35%	2%	0.7
CC(C)CC(=O)N1CCN(Cc2ccc3ccccc3c2)CC1	i	0%	4%	0.6%	?	-2%	?	0%	-2.2
CCC1CCc2[nH]nc(C(=O)O)c2C1 (stereo not drawn)	i	1%	9%	-1.1%	-14%	4%	-1%	10%	-17
CC1CN(S(=O)(=O)c2cccc(C(=O)NCc3ccc4c(c3)OCO4)c2)CC(C)O1 (stereo not drawn)	i	-1%	-1%	0.0%	?	-6%	-11%	-3%	-4.3
CCOC(=O)N1CCN(c2ncnc3c2cnn3-c2ccc(OC)cc2)CC1	·	-7%	28%[15.6 µM]	1.6%	-15%	-11%	0%	-15%	2.9
N#Cc1ccccc1Sc1ccccc1C(=O)OCC(N)=O	i	-5%	11%	-0.8%	-5%	0%	-7%	0%	-0.7
CC(=O)c1ccc(NC(=O)NC2CC(=O)N(c3ccc4c(c3)OCCO4)C2)cc1 (stereo not drawn)	i	-1%	5%	0.3%	9%	0%	1%	-9%	-1.6

# Remaining list, next part.
Compound	Akt phos inh	Mm-Cpn inhibitor	EPAC2 ag	Nrf2 ARE act	Nrf2 inh	A549 viability	TGFb SMAD3 inh	EPAC2 antagonist	CCT chaperon mod
NC(=O)c1ccc(/C=N/O)[n+](Cc2ccccc2)c1	i	0%	-5%	-0.8%	5%	0%	-6%	-11%	0.1
Cc1ccc(C2(C)NC(=O)N(CC(=O)Nc3nc(-c4ccccn4)cs3)C2=O)cc1 (stereo not drawn)	i	0%	3%	-0.4%	?	-12%	-4%	?	-1.5
Cc1cc(/C=C(\C#N)C(=O)NCc2cccs2)c(C)n1-c1ccccc1F	i	0%	10%	2.5%	?	-13%	-4%	3%	-2.1
CCCCSc1nnc(-c2ccc(OC)cc2)n1C	i	2%	-1%	-0.1%	-3%	-1%	9%	2%	-1.5
NC(=O)c1cccc(-c2cnc3c(Nc4cccc(OC(F)(F)C(F)F)c4)nccn23)c1	i	·	-3%	-3.1%	·	·	?	?	-0.6
CC(=O)N1N=C(c2cccc(Cl)c2)OC1c1cccc([N+](=O)[O-])c1 (stereo not drawn)	i	-2%	13%	3.4%	-10%	0%	-1%	-2%	0.1
COc1ccc(N2CCN(CCCNC(=O)Nc3ccccc3)CC2)cc1	i	-1%	2%	-0.9%&-0.3%	0%&0%	1%&-1%	-4%&3%	12%	0.0
O=C(CNC(=O)C1CCCCC1)Nc1ccc(Cl)cc1	i	-5%	2%	4.4%	13%	-4%	-1%	-3%	0.5
O=C1Nc2ccccc2N(O)N1c1cc(-c2ccc(Cl)cc2)[nH]n1	i	-5%	5%	0.0%	15%	-2%	-2%	-7%	-1.2
CCOc1ccc2nc(N3CCC(C(=O)Nc4cc(C)ccc4C)CC3)sc2c1	·	·	·	3.1%	5%	-7%	-1%	·	·
CCc1nn(C(C)C(=O)NCCN2CCN(c3cccc(C)c3C)CC2)c(=O)c2cc3occc3n12 (stereo not drawn)	i	4%	4%	5.9%	?	?	?	0%	-1.2
CC1CCCC(C)N1C(=O)COC(=O)CSc1ccc(C(N)=O)cc1[N+](=O)[O-] (stereo not drawn)	i	0%	-1%	-0.3%	9%	-2%	6%	9%	0.3

# Continued.
Compound	Akt phos inh	Mm-Cpn inhibitor	EPAC2 ag	Nrf2 ARE act	Nrf2 inh	A549 viability	TGFb SMAD3 inh	EPAC2 antagonist	CCT chaperon mod
CN1CCN(c2ccc(S(=O)(=O)N3CCCCC3)cc2NC(=O)COc2cccc(Cl)c2)CC1	i	-1%	4%	2.2%	?	?	14%	-3%	-0.3
COc1cc(NC(=O)Cn2cnc(S(=O)(=O)N3CCC(C)CC3)c2)cc(OC)c1OC	i	2%	0%	-0.3%	23%	-8%	-3%	-8%	-1.2
CN(C)S(=O)(=O)c1cccc(NC(=O)COc2cccc(C#N)c2)c1	i	1%	22%	0.3%	26%	0%	-3%	6%	1.6
COc1ccc(Nc2nc(N)nc(CN3CCC(Cc4ccccc4)CC3)n2)cc1	i	0%	2%	0.8%	-12%	-5%	?	4%	-0.4
CCC/C(=C1/c2ccccc2C(=O)N1c1ccccc1)c1ccc2c(c1)OCCO2	i	0%	15%	3.4%	-7%	-2%	?	-6%	-2.0
CC1=CC(=O)C(C(C)=Nc2ccccc2[N+](=O)[O-])C(=O)O1 (stereo not drawn)	i	·	3%	-0.2%	6%	0%	3%	-4%	1.9
Cc1ccc(C)c(C(=O)NC(C)CCc2ccccc2)c1 (stereo not drawn)	i	-1%	3%	-0.9%	-26%	-1%	-19%	4%	-12
OC[C@H]1NC[C@@H](O)[C@@H]1O	i	0%	1%	0.3%	4%	1%	-49%	-2%	-2.8
CCOC(=O)CSC1=C(C#N)C(=O)NC(c2ccc(OC)cc2)S1 (stereo not drawn)	i	-1%	0%	2.4%	-7%	-4%	-6%	5%	0.1
COc1cccc(CNC(=O)c2nnn(CC(=O)Nc3ccc(Br)cc3)c2N)c1	i	4%	6%	-1.8%	2%	-8%	?	-7%	-2.6
COc1cc(OC)cc(C(=O)NNC(=S)NCc2ccco2)c1	i	1%	1%	0.3%	-25%	-1%	-3%	-4%	-0.3
OC(c1nc2ccc(F)cc2[nH]1)C(O)c1nc2ccc(F)cc2[nH]1 (stereo not drawn)	i	1%	3%	-0.4%	?	5%	1%	16%	-3.9

# (continued)
Compound	Akt phos inh	Mm-Cpn inhibitor	EPAC2 ag	Nrf2 ARE act	Nrf2 inh	A549 viability	TGFb SMAD3 inh	EPAC2 antagonist	CCT chaperon mod
COc1cccc(/C=C/C(=O)OCC(=O)c2ccc(Br)cc2)c1	i	·	0%	1.2%	·	·	2%	-2%	-2.7
CCCCN1CC(COCc2ccccc2)Oc2cccc(NCc3ccc(OC)cc3)c2S1(=O)=O (stereo not drawn)	i	·	14%	0.7%	-13%	0%	-17%	2%	-1.7
Cc1cc(C)c2nc(-c3ccccc3)ccc2c1	i	·	7%	?	·	·	-11%	-22%	0.7
CSCCC1NC(=S)N(Cc2ccccc2)C1=O (stereo not drawn)	i	-1%	8%	-1.3%	-15%	0%	?	-9%	1.2
O=S1(=O)N=C(N2CCN(Cc3ccccc3)CC2)c2ccccc21	i	1%	12%	4.1%	6%	8%	4%	-7%	-1.3
COc1ccc(OCC(=O)N2CCOCC2)cc1	·	-3%	10%	-0.3%	8%	2%	7%	0%	-2.2
